# NR2E3 ag-1: activates human NR2E3 receptor; AID 602229; Q9Y5X4; CHO-S Gal4-NCOR/VP16-NR2E3 two-hybrid, luciferase; 0.35% of 360,000 active; inhibition of corepressor binding, % at 3.98 µM;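 active = inhibition above the mean of all tested compounds plus 3 SD, cut at about 70% in these data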;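 also: 0% = DMSO with NR2E3 transfected cells and 100% = cells lacking NR2E3 construct; higher means lower luciferase signal from less NR2E3 corepressor binding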
# Target sequence (Q9Y5X4 whole entry, looked up, the tested form may be a part): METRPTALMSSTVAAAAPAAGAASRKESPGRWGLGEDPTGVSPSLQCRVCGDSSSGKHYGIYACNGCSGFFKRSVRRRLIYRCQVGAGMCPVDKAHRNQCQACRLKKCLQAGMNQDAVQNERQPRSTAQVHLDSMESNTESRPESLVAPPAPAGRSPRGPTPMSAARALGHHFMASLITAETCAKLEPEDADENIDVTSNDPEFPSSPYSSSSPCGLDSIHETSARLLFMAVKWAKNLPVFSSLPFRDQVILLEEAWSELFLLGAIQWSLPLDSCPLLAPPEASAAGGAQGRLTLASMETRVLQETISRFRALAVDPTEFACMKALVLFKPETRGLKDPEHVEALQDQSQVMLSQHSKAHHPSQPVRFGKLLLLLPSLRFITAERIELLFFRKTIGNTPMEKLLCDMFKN
# NR2E3 ag-2: agonists of human nuclear receptor NR2E3; Q9Y5X4; GST-NR2E3/biotin-RetCOR TR-FRET, 1536-well; inhibition of corepressor binding, % at 4.78 µM; 0.12% of 320,000 active; AID 2300;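 active = percent inhibition above the cutoff of mean plus 3 SD of all tested compounds, set per screening campaign, cut at about 20% in these data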;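 also: 0% = DMSO wells and 100% = biotin wells as full block of FRET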
#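 Material: NR2E3–RetCOR corepressor complex | Quantity: 1.35 nM GST-tagged NR2E3 final | Schedule: 5 h at 4 °C | Replication: Singlicate compound wells | Reagent: RetCOR corepressor, biotinylated, 7 nM | Controls: Biotin wells as high control, 0.6% DMSO wells as low control | Signal: TR-FRET, Eu(K)-anti-GST donor, streptavidin-D2 acceptor, ex 340, em 617/671 nm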
# KKLEB tox: CF airway cell cytotoxicity counter-screen; activity change (cytotoxicity), % at 5 µM; 0.36% of 360,000 active; KKLEB CF airway cells viability, ATPlite luminescence, overnight; stronger effect = lower value; cells stimulated with P. aeruginosa culture filtrate;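 active = corrected activity change at or below -50% at 5 µM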
# CF NFkB inh: inhibitors of cystic fibrosis induced NF-kB | AID 588850 | 0.86% of 360,000 active | inhibition, % at 5 µM | KKLEB NF-kB-GFP reporter, PAF-induced, GFP fluorescence overnight;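 active = at least 50% inhibition at 5 µM, scaled per plate between neutral and stimulator controls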;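 also: PAF is a Pseudomonas aeruginosa culture filtrate used as stimulus; plate controls were PAF-stimulated DMSO wells for no effect and unstimulated DMSO wells for full effect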
# Peg3 prom inh: reduces Peg3 promoter-driven luciferase expression in HeLa. HeLa PEG-Prom luciferase reporter, luminescence, overnight. inhibition, % at 20 µM. 1.7% of 360,000 active;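 active = inhibition of at least 50% at 20 µM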
# MITF TRPM1 inh: inhibitors of MITF-driven TRPM1 promoter in melanoma cells; SK-MEL-5 TRPM1 promoter luciferase, 24 h; inhibition, % at 12.5 µM; 0.83% of 330,000 active;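 active = mean inhibition across replicates of 60% or more, whatever share of single replicates reaches that level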; also: values of inactives mirror those of a sister screen read the other way
# Shn3 3UTR inh: reduces Shn3 3'UTR luciferase signal in osteoblasts. Clone20 osteoblast Shn3 3'UTR firefly luciferase, 24 h. inhibition, % at 12.5 µM. 0.52% of 360,000 active. AID 588674;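 active = mean inhibition of at least 75% with every replicate also reaching 75%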;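 also: 0% = median of neutral control wells and 100% = pilot-screen positive control compound; some compounds past the cut are filed as inactive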
# TRAIL sens C8: caspase-8 TRAIL sensitization; NB7+C8 cells + TRAIL, ATPlite viability luminescence; inhibition (viability loss, TRAIL sensitization), % at 10 µM; 1% of 360,000 active;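 active = compounds causing at least 50% loss of cell viability in the single-dose screen, relative to plate controls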
# EBV LMP1 NFkB: reduces LMP1-driven NF-kappaB luciferase signal; LMP1-induced NF-kappaB luciferase reporter cells, luminescence; inhibition, % at 12.5 µM; 0.69% of 350,000 active; AID 504558; in the data active = inhibition above about 41%;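 also: 0% = neutral control wells and 100% = reference inhibitor control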
# iPSC survival up: increases survival of single human iPS cells | survival enhancement, % at 20 µM | AID 602274 | 0.044% of 360,000 active | hiPSC single-cell survival, ATPlite luminescence; 100% = ROCK inhibitor wells, 0% = DMSO; in the data active = survival enhancement above about 18%;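 also: cells exposed to compounds for 16 hours before the ATP read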
# HIF-2a inh: blocks HIF-2a reporter activity; 786-0 RCC cells HIF-2a reporter, luciferase luminescence, overnight; inhibition, % at 18.8 µM; 0.72% of 360,000 active;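 active = inhibition of the luminescence signal of 40% or more relative to plate controls, in a single-dose primary screen at 18.75 µM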
# * = called active by the depositor; / = not tested or not shown. This is a subset; count on the stated rates, not on these rows.
SMILES,NR2E3 ag-1,NR2E3 ag-2,KKLEB tox,CF NFkB inh,Peg3 prom inh,MITF TRPM1 inh,Shn3 3UTR inh,TRAIL sens C8,EBV LMP1 NFkB,iPSC survival up,HIF-2a inh
CCCN(C(=O)c1cccs1)c1nnc(-c2ccncc2)s1,-43.0,6.5,10.0,-7.4,-89.4,-29.2,3.2,2.7,1.6,-1.4,-153.3
CC1CCCN(CC(O)COc2ccc3c(c2)OCO3)C1 (centres undefined),-33.6,1.5,7.0,-1.0,-2.5,-7.3,16.0,8.4,-0.2,-1.0,9.3
O=C(CSc1nnc(CNC(=O)c2cccs2)o1)Nc1ccccc1C(F)(F)F,-0.9,-0.2,-2.9,-25.3,5.1,3.1,-1.8,-2.0,-2.5,-0.1,-0.4
Nn1c(SCc2cc([N+](=O)[O-])cc3c2OCOC3)nnc1-c1cccnc1,-33.8,-3.3,-3.9,10.4,16.1,7.1,-16.3,-8.5,-1.2,-1.2,17.9
CCc1c(C(=O)N/N=C/c2cn[nH]c2-c2ccc(F)cc2)csc1C,-2.5,-1.9,-3.9,12.8,7.7,-2.6,7.5,6.8,-33.3,-1.5,19.7
Cc1ccc(N(CC(=O)Nc2ccc3c(c2)OCCO3)S(=O)(=O)c2c(C)n[nH]c2C)cc1,18.8,3.7,-35.6,13.6,-4.7,-1.8,20.0,-1.3,2.1,-0.8,21.0
CC(OC(=O)C1CSC2(c3ccc(F)cc3)CCC(=O)N12)C(=O)NC(N)=O (centres undefined),2.7,1.5,6.5,0.1,-2.6,-11.1,9.3,-5.1,0.6,-2.2,18.3
CC(=O)c1cccc(NC(=O)CSCc2ccc(Br)cc2)c1,-25.2,-1.7,4.5,-1.8,8.3,1.7,14.0,0.2,-1.0,-0.6,15.5
Cc1ccc(-c2csc(NC(=O)CCCc3cccs3)n2)cc1,-31.5,3.0,-14.6,-10.0,8.7,-5.8,4.0,3.1,-22.3,-0.4,-18.4
CN(C)S(=O)(=O)N1CCC(Oc2ccc(C(=O)NC3CCCCC3)cc2)CC1,-13.6,-1.1,-1.3,6.5,-20.3,-18.2,18.4,-1.2,-7.0,1.8,-10.0
Cc1nc2ncnn2c(C)c1Cc1ccc(Cl)cc1F,-22.0,3.8,8.1,13.4,10.3,/,-5.2,-5.0,-1.1,0.3,13.0
CC(=O)C1=CCC(c2ccc(C)o2)N(S(=O)(=O)c2ccc(C)cc2)C1 (centres undefined),-12.2,/,-7.5,4.2,-9.1,/,-0.5,7.4,/,1.8,0.5
Cc1ncc(CO)c2c1Oc1nc(-c3ccccc3)nc(SCC(=O)Nc3cccc(O)c3)c1C2,-7.2,3.2,-15.1,-39.3,64.5*,4.0,-2.5,12.3,9.6,-0.2,-13.3
CCOC(=O)c1cc(CC)sc1NC(=O)COC(=O)c1ccccn1,-6.0,0.6,-4.0,3.3,4.6,2.7,-13.1,6.8,-1.9,0.5,0.8
CN(Cc1ccon1)C(=O)CC1C(=O)NCCN1Cc1ccc(F)c(F)c1 (centres undefined),-10.5,2.7,3.6,5.5,7.4,12.8,6.2,-30.6,-2.5,-0.3,11.9
Cc1cccc(NCCC(=O)c2ccc(Br)cc2)c1,-17.8,4.6,5.0,-4.0,-80.7,4.6,-3.0,-5.5,-18.2,5.4,-124.8
CCOc1ccc(S(=O)(=O)N2CCCCC2)cc1NC(=O)CN1CCCC1c1cccs1 (centres undefined),11.2,-1.0,-12.7,42.2,14.7,22.2,75.3,9.1,21.4,-0.5,8.7
CC1(C)CC(=O)C2=C(C1)Nc1ccccc1NC2c1ccc2c(c1)OCO2 (centres undefined),-31.5,-1.9,2.4,6.0,4.0,11.4,-0.3,-13.2,-3.6,-1.6,-74.3
CN(CC(=O)N1CCCC1)S(=O)(=O)c1ccc2ccccc2c1,-0.4,2.4,-3.6,-14.1,5.5,-1.7,-12.5,2.8,-3.1,-0.5,0.5
COCCN(C(=O)Cc1ccc(S(=O)(=O)N2CCOCC2)s1)c1c(N)n(CC(C)C)c(=O)[nH]c1=O,-20.1,/,8.7,-7.5,3.7,/,-1.8,-4.8,-1.7,2.1,6.3
CCN(CC)CCCNC(=O)c1cc(-c2cccc(Cl)c2)on1,-2.6,1.1,8.1,3.7,-16.7,-15.7,24.8,33.2,4.1,-0.2,0.5
CCn1c(SCC(=O)Nc2sc3c(c2C(N)=O)CCC(C)C3)nnc1-c1ccco1 (centres undefined),-9.6,-0.7,2.3,14.6,-0.2,6.4,-6.0,3.1,-15.0,6.0,13.8
CCN1C(=O)N[C@@H](c2ccc(Br)cc2)C(C(=O)OC)=C1C,-1.4,0.2,1.3,-21.6,-14.7,-5.8,7.3,-3.7,-4.7,-0.5,14.3
N#CCSc1nnc(SCC#N)s1,-7.3,0.8,1.4,14.6,11.7,-2.4,9.9,2.6,-21.7,0.0,0.4
Nc1c(N)c2ccccc2oc1=O,-19.8,3.8,-1.7,0.6,-13.5,9.5,-5.2,-1.8,-3.1,0.3,-14.4
COc1nonc1NC(=O)CSc1nc2ccccc2[nH]1,-16.0,2.5,2.7,-1.2,10.0,2.1,2.3,6.6,0.0,-0.6,10.6
O=C(Nc1ccc(Cc2ccncc2)cc1)C1CC1,3.4,-1.4,10.9,-2.7,-4.7,3.6,1.3,-2.5,3.8,4.6,-3.7
COc1cccc(CN2CCN(C(=O)c3cc(-c4cccnc4)nc4ccc(C)cc34)CC2)c1,-0.8,4.6,-2.7,0.2,27.6,2.8,21.6,4.1,0.4,-0.1,-9.8
Cc1ccc(C(=O)Cn2c(=N)n(N)c3ccccc32)cc1,-49.9,5.1,6.8,-11.5,-241.7,-5.6,-78.9,9.2,-20.6,-0.3,-212.1
O=C1CCC(C(=O)Nc2cc(C(F)(F)F)ccc2-n2cncn2)=NN1,-7.9,1.8,2.7,9.4,-2.8,6.3,-7.5,13.1,3.3,0.9,7.4
CC(/C=C/c1ccccc1)=N/NC(=O)c1nc2nc(C)cc(C)n2n1,-14.0,4.2,-4.5,-4.2,-101.6,-1.9,16.6,14.4,2.7,0.4,14.7
O=c1[nH]c(=S)[nH]c2c1C(c1ccc(Br)cc1)c1c([nH]c(=S)[nH]c1=O)O2,-50.9,7.0,-7.8,13.0,4.9,-7.4,-5.4,-15.2,-1.4,0.1,14.2
CC1=C(C(=O)Nc2ccccc2F)C(c2ccsc2)C2=C(CC(c3ccccc3)CC2=O)N1 (centres undefined),12.8,1.0,-0.4,5.5,31.8,15.4,2.3,2.6,1.7,-1.7,25.5
CCOc1ccc(Nc2ccc(S(=O)(=O)N3CCN(C)CC3)cc2[N+](=O)[O-])cc1OCC,-4.4,0.1,12.7,3.3,14.6,5.5,3.5,-3.8,-5.1,-2.7,9.1
CC(=O)c1ccc(S(=O)(=O)N(CC(=O)NC2CC2)Cc2ccc(F)cc2)cc1,5.0,/,11.5,-6.4,-57.7,-6.7,-14.3,3.6,-8.9,0.7,-59.2
CCc1cc(CNC(=O)c2ccc(OC)c(OC3CCN(C(C)C)CC3)c2)on1,-25.2,0.6,-8.9,5.7,10.3,6.7,-5.1,-4.5,-2.0,1.6,19.2
Cc1ccc(S(=O)(=O)NCCCCCC(=O)Nc2nccs2)cc1,25.1,1.8,4.1,-1.2,14.4,0.4,4.1,-0.1,0.2,-0.8,-2.0
O=C(O)c1ccc(Cn2cc(/C=C\[N+](=O)[O-])c3ccccc32)o1,-8.4,-0.5,11.6,0.4,19.9,9.4,0.1,-0.8,13.4,0.5,4.6
COc1cccc(-c2nc3n(n2)C(c2ccc4c(c2)OCO4)C(C(N)=O)=C(C)N3)c1 (centres undefined),-17.8,2.9,-7.2,14.1,-18.4,-32.6,-92.5,-7.4,4.5,-0.2,-5.4
CN1CC(=O)N(CC(=O)NCCc2ccc(F)cc2)c2ccccc2C1=O,-16.4,-0.7,-0.7,-5.4,1.7,-3.6,6.9,-4.8,-11.9,-3.1,7.4
NNC(=O)c1cccnc1Oc1ccccc1,-10.2,1.6,-7.0,-5.5,0.8,-1.5,21.6,1.9,-1.3,2.2,12.9
CC(C)Oc1ccc(S(=O)(=O)N2CCOCC2)cc1NC(=O)C1CCCC1,-42.5,1.6,-5.4,-18.4,9.1,-5.6,1.1,-17.4,3.3,1.3,16.3
CCOC1=C2[C@@H](CN(S(=O)(=O)c3ccccc3C)[C@H]2c2ccc(Cl)cc2)[C@H]2C(=O)NC(=O)[C@H]2C1,-18.4,/,-0.9,10.0,3.9,/,-1.1,-4.5,/,-0.3,9.3
Oc1ccc(Br)cc1-c1nc2cnccn2c1NC1CCCCC1,-2.4,1.7,-24.4,35.4,18.3,-7.5,-8.6,10.9,-19.9,-0.4,25.3
Cc1c(C(=O)NCc2ccccc2)cnn1-c1ccccc1,-13.6,0.6,9.7,-3.7,-56.6,-3.7,10.6,-9.8,-8.5,-0.5,-46.6
COCCOC(=O)c1[nH]c2c(c1C)C(=O)CC(c1ccc(OC)cc1)C2 (centres undefined),-30.7,-3.0,4.9,12.6,-19.1,-4.2,24.7,5.7,0.0,0.0,-25.3
CCN(CC)c1ccc(N=Cc2ccccc2[N+](=O)[O-])cc1,-26.1,-8.0,9.2,-11.3,-6.1,7.6,0.1,-2.8,-4.9,-1.7,-33.1
CSCCC(NC(=O)OC(C)(C)C)C(=O)NC(CC(C)C)C(N)=O (centres undefined),16.5,2.0,-7.2,-8.3,7.1,8.3,1.0,-14.8,-2.9,-1.8,4.1
